Keap1 Nrf2 FP – inhibitors of human Keap1-Nrf2 protein-protein interaction | Keap1 Kelch-Nrf2 peptide fluorescence polarization, 1536-well | AID 504523 | Q14145 | inhibition, % at 9.4 µM | 340,000 tested, 0.15% active; in the data active means inhibition above about 12%;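 further: human Keap1 Kelch domain with fluorescein labeled Nrf2 9mer peptide probe; 0% = neutral control wells and 100% = peptide positive control; higher means more block of Keap1 binding to Nrf2 peptide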
Target sequence (Q14145 whole entry, looked up, the tested form may be a part): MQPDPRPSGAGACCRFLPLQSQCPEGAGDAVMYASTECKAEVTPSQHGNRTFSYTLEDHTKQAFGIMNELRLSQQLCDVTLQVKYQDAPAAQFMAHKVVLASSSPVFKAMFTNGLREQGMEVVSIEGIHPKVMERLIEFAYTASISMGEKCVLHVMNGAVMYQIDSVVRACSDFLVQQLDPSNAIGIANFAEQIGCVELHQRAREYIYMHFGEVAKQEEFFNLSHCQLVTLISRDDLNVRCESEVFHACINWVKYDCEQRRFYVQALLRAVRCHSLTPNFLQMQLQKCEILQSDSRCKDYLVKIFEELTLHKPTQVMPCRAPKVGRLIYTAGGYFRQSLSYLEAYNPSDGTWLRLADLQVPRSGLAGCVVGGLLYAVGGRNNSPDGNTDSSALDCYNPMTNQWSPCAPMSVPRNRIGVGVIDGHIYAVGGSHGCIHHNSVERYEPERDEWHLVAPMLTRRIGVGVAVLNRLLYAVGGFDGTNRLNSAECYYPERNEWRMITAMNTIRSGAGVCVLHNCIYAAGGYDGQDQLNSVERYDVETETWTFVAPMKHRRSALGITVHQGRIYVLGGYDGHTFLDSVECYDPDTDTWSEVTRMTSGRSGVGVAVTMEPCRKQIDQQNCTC
CAL PDZ FP-1 – blocks peptide binding to the human CAL PDZ domain; purified CAL PDZ, TMR-peptide fluorescence polarization, 1 h; inhibition, % at 24.9 µM; 300,000 tested, 0.92% active; AID 602252;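 active means mean inhibition of at least 30% with at least half of replicates also reaching 30%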;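 further: 0% = DMSO neutral control and 100% = excess unlabeled competitor peptide PRC23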
Pemphigus Ab inh – inhibitors of pemphigus antibody binding to human desmoglein-3. P32926. DSG3-coupled beads, scFv-anti-DSG3-GFP binding, flow cytometry; active compounds read low. binding (percent of control), % at 10 µM. 310,000 tested, 0.48% active. AID 588358;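 active means binding more than 3 SD below its plate's average and above zero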;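 further: hits lower antibody fragment binding to DSG3; some compounds called inactive have numbers as strong as hits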
Arr AP2 block – human beta-arrestin and AP2 interaction inhibition. inhibition, % at 10 µM. 340,000 tested, 0.31% active. FITC-arrestin peptide / GST-AP2 beads, flow cytometry; AP2 beta2 appendage carries R879A mutation;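 active means inhibition above a set limit, near 3 SD of compounds lacking own fluorescence, cut at about 54% in these data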;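 further: plate controls were DMSO wells for no effect and 5 µM unlabelled arrestin peptide for full effect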
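system = GST-tagged AP2 beta2-adaptin appendage (R879A) on 4 µm glutathione beads | reagent = FITC-labelled arrestin peptide probe, 50 nM final | schedule = compound with beads 12 min RT, then probe 1 h RT | signal = HyperCyt-sampled flow cytometry, FL1 channel, ex 488/em 535 nm | read-out = percent response from loss of bead-bound FITC fluorescence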
DAGLB inhibitor – diacylglycerol lipase beta (human) inhibition | 340,000 tested, 0.059% active | inhibition, % at 5.17 µM | Q8NCG7 | HEK293T DAGLB membrane lysate, EnzChek fluorogenic substrate | AID 504411; in the data active means inhibition above about 34%;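 further: 0% = enzyme with vehicle and 100% = wells lacking enzyme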
CAL PDZ FP-2 – inhibitors of human CAL PDZ peptide binding; Q9HD26; purified CAL PDZ, TMR-peptide fluorescence polarization, 1 h; inhibition, % at 20 µM; 330,000 tested, 0.02% active; AID 504414;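 active means highest replicate inhibition of at least 40%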;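 further: plate controls were DMSO neutral control wells for no effect and unlabeled competitor peptide control wells for full effect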
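Control set: unlabelled peptide and DMSO controls / Material: purified CerCALP PDZ construct / Timing: 1 h incubation at room temperature before polarization reading / Doses: 20 µM, one dose / Detection: fluorescence polarization (mP)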
C-LANA FP – KSHV C-LANA DNA binding inhibition; MBP-C-LANA/FAM-LBS DNA binding, fluorescence polarization; inhibition, % at 9 µM; 340,000 tested, 0.078% active; AID 504423;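 active means highest replicate inhibition at or above 60% at 9 µM, even if other replicates fall short; inactive means all replicates below 60% inhibition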;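 further: 0% = neutral control wells and 100% = 4 µM acridine orange control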
RTF Ca sens inh – cardiac RTF calcium desensitization; P19429+P45379; IANBD-labeled cardiac RTF, Ca2+ fluorescence; inhibition, % at 7.15 µM; 340,000 tested, 0.12% active;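 active means inhibition above the mean inhibition of all tested compounds plus 3 SD, cut at about 17% in these data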;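 further: assay run at fixed EC70 calcium of 1.6 mM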
NSD2 HMT inh – blocks human histone methyltransferase NSD2 | NSD2 peptide methylation, AlphaScreen, 120 min | inhibition, % at 12.5 µM | 310,000 tested, 0.54% active | AID 743445; in the data active means inhibition above about 50%
V-ATPase pH – regulators of yeast V-ATPase proton transport; response, % at 10 µM; 350,000 tested, 0.37% active; AID 504577; S. cerevisiae, pHLuorin cytosolic pH fluorescence; in the data active means response mostly above about 7.3%, no sharp cut-off; inactive means mostly below about 5.4%; further: actives read high; inactives centre near 0; some compounds called inactive have numbers as strong as hits
* marks the source's active call; other numbers are inactive results; nt = not tested or not shown; & = joins results of further samples.

SMILES | Keap1 Nrf2 FP | CAL PDZ FP-1 | Pemphigus Ab inh | Arr AP2 block | DAGLB inhibitor | CAL PDZ FP-2 | C-LANA FP | RTF Ca sens inh | NSD2 HMT inh | V-ATPase pH
COC(=O)c1ccc2c(=O)n(CCCCCC(=O)NC(C)C)c(=O)[nH]c2c1 | -3 | 3 | 97 | 32 | 2 | -1.1 | 1.2 | -16 | 6 | 2
COc1ccc(NC(=O)Nc2ccc(C(=O)N3CCOCC3)cc2)cc1 | 2 | 0 | 99 | 2 | 1 | -1.3 | -2.3 | -5 | 0 | -2
Cc1c(C(C)(C)O)[nH]c2ccc(C(F)(F)F)cc12 | -3 | -2 | nt | 6 | 1 | -1.1 | 0.5 | -3 | nt | 1
C/C(=N\NC(=O)c1cccc(N/N=C(\C)c2ccccc2)c1)c1ccccc1 | -7 | -2 | 101 | 5 | 1 | -0.8 | 0.1 | -13 | 0 | 0
CCN(CC)CCn1cnc2c1c(=O)[nH]c(=O)n2Cc1ccccc1 | 5 | 1 | 65* | -18 | -3 | 1.4 | 0.5 | -7 | 7 | -4
Cc1nn(C)c(Oc2cccc(Cl)c2)c1C=O | 3 | 0 | 92 | 34 | -2 | 0.1 | -1.4 | -4 | -3 | -4
CCn1c(O)c(/C=C/C=C/C=Nc2ccccc2)sc1=S | -4 | 1 | 98 | 21 | 5 | 0.6 | 0.1 | -8 | 2 | 7
O=C(O)c1ccc(-c2nc(-c3ccccc3)c(-c3cccs3)[nH]2)cc1 | 1 | -3 | 100 | 5 | 0 | -2.7 | 0.4 | 8 | -2 | -2
O=C(NCC(c1cccnc1)N1CCN(c2ccc(F)cc2)CC1)c1ccc(F)cc1 (centres undefined) | 0 | -4 | 100 | 19 | -3 | nt | 1.1 | 8 | 1 | 1
Cc1ccc(N(C(=O)Cc2cccs2)C(C(=O)NCC2CCCO2)c2ccncc2)cc1 (centres undefined) | 2 | -1 | 104 | -7 | 1 | 0.5 | -0.1 | 9 | -1 | 1
N#Cc1cnc(Sc2ccccc2)nc1 | -1 | -2 | nt | 25 | -2 | -0.8 | 1.5 | 4 | nt | -2
Clc1ccc(N/N=C/c2ccncc2)cc1Cl | 1 | 0 | nt | 24 | -1 | 1.5 | -0.5 | -9 | -1 | -3
O=C(c1ccccc1F)N1CCN(c2ccc([N+](=O)[O-])c3cccnc23)CC1 | -4 | 2 | 114 | 6 | 2 | -0.3 | -1.8 | -3 | 7 | -1
N#Cc1ccc(C23CC4(C2)[C@H](CN(P(=O)(c2ccccc2)c2ccccc2)[C@@H]4c2ccccc2)C3c2ccc(Cl)nc2)cc1 (some centres undefined) | -5 | 0 | 95 | -2 | 4 | -0.1 | 0.5 | 10 | nt | 4
CC(C)(C)NC(=O)c1ccc(COc2ccc(Cl)cc2Cl)o1 | -1 | -2 | 112 | 29 | -6 | -0.9 | 2.4 | 1 | -5 | -3
CCCCNC(=S)N1CCC(Cc2ccccc2)CC1 | 0 | -2 | nt | 12 | -9 | -1.5 | 0.7 | -9 | 1 | -1
COc1ccccc1-c1nc(C(N)=O)c2[nH]c(=O)n(-c3cccc(C)c3)c2n1 | -1 | -13 | 97 | -62 | 0 | -4.6 | -1.5 | -2 | -1 | -4
Cc1cccc(NC(=O)c2ccc(S(=O)(=O)N3CCCCCC3)cc2)n1 | 0 | 0 | 105 | -8 | -3 | -1.8 | 0.3 | 0 | -4 | -3
COc1ccc(-c2cc(C(F)(F)F)n3ncc(C(=O)N4CCc5ccccc5C4)c3n2)cc1 | 1 | -1 | 101 | 12 | -1 | -2.0 | 0.4 | -18 | 0 | -2
O=C(c1cc(-c2cccc(Cl)c2)on1)N1CCN(c2ccccc2)CC1 | -4 | 0 | 108 | -6 | 0 | -0.9 | -3.4 | 10 | 12 | -2
O=C(NCC12CC3CC(CC(C3)C1)C2)c1nn2cccnc2c1Cl | 1 | 0 | 100 | 14 | 0 | -2.7 | 1.8 | -5 | -9 | 29*
CCOc1cc(-c2cc(-c3ccc(C)o3)nc(N)c2C#N)ccc1O | 0 | -6 | 96 | -1 | -3 | -8.4 | -0.1 | 1 | 1 | 5
Cc1ccc(CN2C(=O)CCC2C(=O)NCCN2CCOCC2)cc1 (centres undefined) | -3 | -5 | 100 | 6 | 0 | -2.7 | 2.2 | -9 | -2 | -1
COc1ccc(C2C(C(C)=O)=C(O)C(=O)N2c2nccs2)cc1 (centres undefined) | 4 | 4 | 91 | -5 | 5 | 0.0 | -0.3 | -7 | 1 | 1
Cc1ncoc1C(=O)N1CCCC(C(=O)c2ccc3c4c(cccc24)CC3)C1 (centres undefined) | 0 | 1 | nt | -13 | -2 | -2.5 | -0.4 | -5 | 0 | 0
CSc1ncccc1C(=O)OCC(=O)NCc1cccs1 | -9 | nt | 104 | 8 | 1 | 0.7 | 0.1 | -5 | 0 | -1
O=C(CN1C(=O)CCSc2ccc(S(=O)(=O)N3CCCC3)cc21)Nc1ccccc1 | -2 | 11 | 85 | 2 | 2 | -0.4 | -0.9 | -1 | -7 | 5
COc1ccc(NC(=O)CCC(=O)NCCO)cc1 | -2 | -1 | 98 | 3 | 2 | 0.7 | -2.0 | -8 | 9 | 4
O=C(c1cc2c(=O)n3ccccc3nc2s1)N1CCOCC1 | -2 | nt | 101 | 3 | -2 | -2.7 | 1.5 | -4 | -3 | 4
COc1cc(OC)c(C(=O)N2CCN(c3ccccn3)CC2)cc1OC | -3 | -1 | 93 | 4 | -1 | nt | 0.6 | -1 | -1 | -4
O=C(Nc1c(S(=O)(=O)c2ccc(Cl)cc2)csc1Br)c1ccccc1Cl | -3 | 2 | 104 | 23 | -4 | -1.7 | -0.9 | -3 | 0 | 4
Cn1cccc1C(=O)OCC(=O)NC(=O)NC1CCCCC1 | -7 | nt | 108 | 9 | 2 | -0.8 | 1.1 | 3 | 0 | 1
Cc1cc(C(F)(F)F)nn1CC(=O)NCc1ccco1 | -2 | 1 | 100 | -1 | -1 | -0.9 | 0.9 | -11 | 8 | 3
CCc1nnc(NC(=O)CCC(=O)N2CCN(Cc3ccc(Cl)cc3)CC2)s1 | 1 | -2 | 105 | 43 | 2 | 0.4 | -1.1 | 0 | 4 | 3
CCC(C)[C@H](NC(=O)N1CCn2c1nc1ccccc12)C(=O)NCCc1ccc(OC)c(OC)c1 (some centres undefined) | -6 | 3 | 98 | -11 | 1 | 0.0 | 0.2 | 3 | -2 | -1
C/C(=N\NC(=O)c1cccc(S(=O)(=O)N2CCCC2)c1)c1ccc(F)cc1 | -8 | -4 | 107 | -1 | 0 | -1.9 | -0.9 | -4 | 1 | 0
Cc1cc(C)cc(C(=O)n2cnnc2N)c1 | -14 | 0 | 107 | -4 | -3 | -1.5 | -1.4 | -9 | -4 | -1
COc1ccc(CCNC(=O)CC2Nc3ccccc3NC2=O)cc1 (centres undefined) | -3 | nt | nt | 24 | -2 | -0.5 | 1.1 | 11 | -3 | 5
CCN(CC)CCn1c(NCc2nc3ccccc3n2Cc2ccccc2)nc2ccccc21 | -6 | -4 | 171 | -14 | 0 | -3.4 | -0.6 | -3 | 7 | 0
COc1ccc(C(CNC(=O)CN2C(=O)NC3(CC(C)CC(C)(C)C3)C2=O)N2CCOCC2)cc1 (centres undefined) | -3 | -3 | 108 | 5 | 3 | -3.2 | 1.5 | -10 | -2 | 4
C[C@H](NC(=O)c1[nH]cnc1C(=O)N[C@H](C)c1ccccc1)c1ccccc1 | 3 | -2 | 103 | -2 | -3 | -0.2 | 1.4 | 2 | nt | 3
CNC(=O)NNC(=O)c1onc(-c2c(Cl)cccc2Cl)c1C(=O)OC | -3 | 5 | 95 | -1 | 2 | -0.1 | -1.5 | -8 | -3 | 0
Cc1nnc(SCC(=O)Nc2cc(C(C)(C)C)nn2-c2ccccc2)s1 | 1 | -3 | 132 | -2 | 0 | -2.8 | 2.0 | 1 | -2 | -1
COc1cc(NC(=O)COc2ccc(F)cc2)nc(OC)n1 | 1 | -5 | 95 | 10 | -5 | -0.8 | -3.6 | -13 | 0 | 2
Cc1ccccc1NC(=O)c1ccccc1NC(=O)Cc1cccc2ccccc12 | -6 | -1 | 102 | 10 | -3 | -1.2 | -0.4 | 1 | -1 | -2

Exported as tab-separated lines: part of the list above.
Compound	Keap1 Nrf2 FP	CAL PDZ FP-1	Pemphigus Ab inh	Arr AP2 block	DAGLB inhibitor	CAL PDZ FP-2	C-LANA FP	RTF Ca sens inh	NSD2 HMT inh	V-ATPase pH
Cc1nnc(SCC(=O)Nc2cc(C(C)(C)C)nn2-c2ccccc2)s1	1	-3	132	-2	0	-2.8	2.0	1	-2	-1
COc1cc(NC(=O)COc2ccc(F)cc2)nc(OC)n1	1	-5	95	10	-5	-0.8	-3.6	-13	0	2

Additional results
SMILES | Keap1 Nrf2 FP | CAL PDZ FP-1 | Pemphigus Ab inh | Arr AP2 block | DAGLB inhibitor | CAL PDZ FP-2 | C-LANA FP | RTF Ca sens inh | NSD2 HMT inh | V-ATPase pH
Cc1csc2c(N3CCN(S(=O)(=O)c4ccc(Cl)cc4)CC3)ncnc12 | -2 | -20 | 105 | 7 | 1 | -2.1 | -0.2 | -1 | -2 | -5
Clc1ccc(-n2c(SCc3nc4ccccc4[nH]3)nnc2-c2ccncc2)cc1 | 1 | nt | 105 | -8 | 0 | -3.1 | -0.8 | -6 | 1 | 0
CC(=NNC(=S)N1CCCCCC1)c1cccc2cccnc12 | 0 | -5 | 84 | -7 | 4 | -0.7 | 0.1 | 2 | -30 | -2
Cc1ccc(C(=O)NC2(C(F)(F)F)N=C3SCCN3C2=O)cc1 (centres undefined) | 5 | 1 | nt | -4 | -1 | -0.8 | 0.8 | 4 | -4 | 3
CCC(C)C(NC(=O)C(N)CC(C)C)C(=O)NC(CCC(=O)OCc1ccccc1)C(N)=O (centres undefined) | -4 | 0 | 107 | -1 | 1 | -2.8 | 0.6 | 4 | 1 | 1
Nc1ccc(C(=O)OCc2ccncc2)cc1[N+](=O)[O-] | -5 | 2 | 104 | 8 | -2 | -3.3 | -2.7 | 0 | -1 | -1
Cc1ccc(Cl)cc1NC(=S)N(CCCN1CCN(C)CC1)Cc1ccco1 | -5 | -3 | 93 | 20 | 1 | 0.4 | -8.5 | -7 | 4 | 3
Cc1c(NC(=O)CSc2nc3ccccc3c(=O)n2C(C)C)c(=O)n(-c2ccccc2)n1C | -1 | 0 | 107 | 0 | 2 | 0.2 | -0.1 | 4 | 0 | 0
O=C(O)c1cc(-c2ccco2)nc2ccc(Br)cc12 | 2&-5 | -3&0 | 108&98 | 0&5 | 12&12 | -0.4&0.1 | 33&2.8 | 9&-5 | -1&48 | 1&2
CC1(C)OC(=O)C(=CNc2ccccc2F)C(=O)O1 | 1 | 1 | 100 | -3 | 2 | -1.5 | -0.3 | -3 | 6 | -2
O=C(Nc1ccc(NC(=O)C2CC2)cn1)c1ccccc1Cl | -3 | -1 | nt | 4 | -4 | -0.5 | -1.6 | -6 | 0 | 1
O=C(NC(=O)c1ccccc1Cl)Nc1ccc(-c2cnco2)cc1 | 6 | nt | 104 | 5 | 2 | -0.6 | -5.2 | -2 | -1 | -3

Compound activity: PubChem, several laboratories

An excerpt; the hit share may differ from the screen's.
